# KOR beta-arrestin-1 = KOR antagonists, beta-arrestin recruitment, cell-based, luminescence, uHTS (AID 1778). Kappa-type opioid receptor (Homo sapiens). KOR beta-arrestin recruitment, luminescence, antagonist mode; higher % means a stronger effect. one-dose inhibition, % at 10 µM; IC50 in µM for titrated hits. actives 0.091% (n = 290,000); also: strong numbers were not always called active
# Yfh1-depleted yeast = enhancers of respiration in Yfh1-depleted yeast, dose response, Friedreich's ataxia, plus single-dose screen (AID 1465) | S. cerevisiae Yfh1-off respiration, WST-1 reduction, 72 h; higher fold induction means a stronger effect | fold induction at 50 µM, or EC50 in µM where a hit was titrated | actives 0.074% (n = 220,000);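 active = fold induction of absorbance versus untreated yeast above a set limit, then at least 30% activation at any dose in follow-up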;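 also: activators that raise dye reduction in frataxin-depleted yeast; strong numbers were not always called active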
# NS5 inhibitors = Dengue-2 NS5 methyltransferase inhibitors, primary screen, biochemical, confirmation dose response (AID 588689) | Genome polyprotein (Dengue virus type 2 (strain 16681-PDK53)) | Dengue-2 NS5 methyltransferase capping enzyme assay, biochemical; higher % means a stronger effect | inhibition, % at 25 µM; hits with a dose series show IC50 in µM | actives 0.3% (n = 340,000); in the data active = a potency from the dose series
# KOR beta-arrestin-2 = KOR agonists, beta-arrestin recruitment, primary screen, cell-based, luminescence, uHTS (AID 1777). KOR beta-arrestin recruitment, luminescence; higher % means a stronger effect. one-dose activation, % at 10 µM; EC50 in µM for titrated hits. actives 0.02% (n = 280,000); in the data active = activation above about 50%, passing the limit was not always enough; also: a part of the inactive calls stands beside numbers as strong as those of hits
# AID2073 = inhibitors of Mint1-CaV2.2 protein interaction, biochemical, HTRF (AID 2073) | actives 0.19% (n = 290,000) | HTRF protein-protein interaction, Mint1-CaV2.2; higher % means a stronger effect | one-dose inhibition, % at 20 µM; IC50 in µM for titrated hits; in the data active = inhibition mostly above about 51%, no sharp cut-off; also: some results filed as inactive read as strong as hits
# HIV peptide binding = inhibitors of HIV fusion peptide binding, primary screen, biochemical, uHTS, fluorescence dequenching (AID 1986). actives 0.3% (n = 290,000). inhibition, % at 20 µM; hits with a dose series show IC50 in µM. cell-free peptide binding, fluorescence dequenching, 30 min; higher % means a stronger effect; in the data active = inhibition mostly above about 52%, no sharp cut-off; inactive = mostly below about 76%; also: some results filed as inactive read as strong as hits
# West Nile virus CPE = West Nile virus antiviral activity, cell-based, CPE readout (AID 1621); West Nile virus-infected cells, CPE inhibition; higher % means a stronger effect; CPE inhibition, % at 10 µM, or IC50 in µM where a hit was titrated; actives 0.02% (n = 290,000); in the data active = a potency from the dose series; also: strong numbers were not always called active
# NOD2 inhibition = NOD2 signaling inhibitors, cell-based, luminescence, uHTS, HEK293 (AID 1566) | HEK293 NOD2/NF-kB luciferase reporter, luminescence; higher % means a stronger effect | one-dose inhibition, % at 4 µM; EC50 in µM for titrated hits | actives 0.63% (n = 290,000); also: many of its hits are not listed in these tables
# NOD1 NF-kB reporter = NOD1 signaling inhibitors, primary screen, cell-based, luminescence, uHTS (AID 1578); NOD1-driven NF-kB luciferase reporter cells, luminescence; higher % means a stronger effect; one-dose inhibition, % at 4 µM; EC50 in µM for titrated hits; actives 1% (n = 290,000); in the data active = inhibition mostly above about 36%, no sharp cut-off; inactive = mostly below about 34%;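 also: HEK-293T reporter cells stimulated with the NOD1 agonist gamma-tri-DAP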
# * = called active by the depositor; i = inactive; / = not tested or not shown; [ ] = dose if it differs, or a comment. Rule as the data show it, unless noted: active = inhibition above about 50%; inactive = the rest.
SMILES,KOR beta-arrestin-1,Yfh1-depleted yeast,NS5 inhibitors,KOR beta-arrestin-2,AID2073,HIV peptide binding,West Nile virus CPE,NOD2 inhibition,NOD1 NF-kB reporter
CCOc1ccc(NS(=O)(=O)c2cc(NC(=O)CCC(=O)c3cccs3)ccc2Cl)cc1,-21%[20 µM],i,0%,-1.1%,13%,-0.3%,0.1%,16%,-1%
O=[N+]([O-])c1ccc(CSc2nc3ncc(Br)cc3[nH]2)cc1,5%,i,/,0.5%,24%,-1.4%,0.2%,-8%,-1%
O=S(=O)(NCC1CCCO1)c1cc(Br)c(Br)s1 (configuration not stated),11%,i,-2%,-1.9%,13%,0.4%,0.1%,-2%,3%
COc1ccc(NC(=O)CSc2nncs2)cc1S(N)(=O)=O,28%,i,-8%,-1.4%,-4%,0.5%,0.2%,10%,-9%
CCn1c(C)nc2cc(C(=O)N/N=C/c3ccccc3)ccc21,-40%,i,4%,-1.8%,7%,-0.9%,-0.9%,-43%,-35%
Cc1ccc(C(=O)N/C(=C\c2ccco2)C(=O)NCCCn2ccnc2)cc1C,1%,i,-3%,-4.2%,-4%,-1.7%,-0.9%,5%,18%
COc1ccc(OC(=O)COc2ccc(C)cc2)cc1,-17%,i,-6%,0.7%,-4%,0.1%,0.2%,-16%,-62%
CNC(=O)Cn1nc(-c2ccc(C)cc2)c2ccccc2c1=O,7%[20 µM],/,10%,-8.9%,10%,-0.9%,-1.6%,13%,-2%
Cc1ccc(NS(=O)(=O)c2ccc(OCC(=O)NCc3ccccn3)cc2)cc1,-48%,/,-4%,9.4%,4%,0.2%,-0.5%,21%,34%
Cc1nn(CC(=O)N2c3ccccc3NC(=O)C2(C)C)c(C)c1[N+](=O)[O-],17%,i,4%,-4.4%,6%,0.7%,0.3%,3%,-15%
Cn1nnnc1SCC(=O)N1CCCCC1,-15%,/,-1%,-2.2%,-9%,0.1%,-0.1%,7%,-20%
COC(=O)c1cc(=O)n(Cc2ccc3c(c2)OCO3)c(=Nc2ccc(F)c(Cl)c2)s1,-39%,i,-6%,-0.2%,30%,1.1%,3.1%,-12%,41%
CS(=O)(=O)Nc1ccc(C2=NN(C(=O)c3ccco3)C(c3ccccc3F)C2)cc1 (configuration not stated),7%,i,-1%,-4.0%,14%,-1.6%,1.3%,16%,-1%
Cc1ccccc1NC(=O)CN1C(=O)N/C(=C\c2ccccc2OCc2ccc(C(=O)O)cc2)C1=O,-1%,/,2%,-0.9%,8%,20%,0.1%,1%,-32%
O=C(CCCc1ccccc1)NCc1ccc2c(c1)OCO2,-1%,/,1%,-2.2%,15%,-0.1%,-0.5%,-28%,4%
Cc1cc(=O)[nH]c(SCC(=O)OCc2ccccc2)c1C#N,-12%[20 µM],i,/,/,8%,1.2%,-0.1%,2%,-40%
COc1ccc(S(=O)(=O)NNC(=O)C(=O)NNc2ccccn2)cc1,-7%,i,-7%,3.9%,12%,1.3%,1.3%,-3%,-11%
COc1ccc(CSCC(=O)N/N=C/c2ccc(OCC(=O)NCc3ccco3)cc2)cc1,-21%,i,-12%,5.7%,9%,-5.0%,0.2%,-2%,-31%
CCCNC(=O)OCc1cccnc1Sc1ccc(C)cc1,13%,i,-1%,-0.9%,-6%,-1.2%,-0.9%,-10%,-58%
CCC(C)c1ccc(NC(=S)NN2CCOCC2)cc1 (configuration not stated),16%,i,1%,-4.1%,-17%,-2.2%,-0.6%,-59%,0%
COc1ccc(N2C(=O)CC(N3CCC(O)(c4cccc(C(F)(F)F)c4)CC3)C2=O)cc1 (configuration not stated),10%,i,-2%,1.1%,-3%,1.8%,-0.1%,-2%,-11%
CCN(CC)c1ccc(C(=O)N/N=C(\C)c2ccc(O)cc2)cc1,-2%,i,-9%,-3.1%,0%,-3.0%,-0.4%,8%,-50%
COc1ccc(Cl)cc1NC(=O)C1CCN(C(=O)C2CC(=O)N(c3ccc(C)cc3)C2)CC1 (configuration not stated),2%,/,-2%,0.5%,-5%,-0.7%,-0.5%,-6%,-30%
COc1ccc(NC(=O)C(NC(=O)c2ccc(=O)[nH]c2)c2ccccc2)cc1 (configuration not stated),-12%,i,4%,-6.9%,0%,2.8%,0.8%,-9%,-7%
Cc1cc(OC(=O)c2ccc(S(=O)(=O)N3CCOCC3)cc2)c([N+](=O)[O-])c(=O)[nH]1,-17%,i,1%,-0.6%,4%,0.2%,-0.5%,12%,-56%
CC(O)CN=c1cc(-c2ccccc2)oc2ccc(Cl)cc12 (configuration not stated),17%,i,3%,2.6%,4%,-2.4%,-0.1%,-76%,-34%
CCn1cc(/C=C(\NC(=O)c2ccc(OC)c(OC)c2)C(=O)N2CCN(C)CC2)c2ccccc21,-8%,/,-6%,-1.9%,12%,0.7%,0.1%,2%,-21%
Nc1ccc(N2CCN(c3cccc(Cl)c3)CC2)cc1,-3%,i,-1%,-1.5%,-10%,-2.9%,-1.3%,-48%,-17%
CC(C)c1ccc(/C=N/NC(=O)CN(c2cccc(Cl)c2Cl)S(C)(=O)=O)cc1,-22%,i,3%,5.8%,-1%,0.5%,0.1%,15%,10%
O=C1NCCCC1C(=O)N/N=C/c1cccc([N+](=O)[O-])c1 (configuration not stated),12%,i,/,2.6%,17%,0.7%,0.1%,2%,4%
COc1c(C)cc(Br)cc1C(=O)Nc1ccc(N2CCN(S(C)(=O)=O)CC2)cc1,11%,i,1%,-0.4%,13%,-1.1%,0.1%,16%,-8%
CCCCOc1ccc(-c2[nH]ncc2C=O)cc1,-12%,i,-6%,-5.6%,1%,-0.3%,-0.1%,-75%,-46%
COc1ccc(C2=NS(=O)(=O)N(C)C(C(=O)N3CCC(C(N)=O)CC3)=C2)cc1,0%[20 µM],/,-5%,-4.9%,2%,-1.2%,-0.2%,20%,-6%
COC(=O)c1csc(S(=O)(=O)N2CCOCC2)c1OC,7%,/,-6%,-1.7%,8%,-0.7%,0.1%,-7%,-27%
O=C1CC(C(=O)N(c2ccc(F)cc2)C(C(=O)NC2CCCC2)c2ccccn2)CS1 (configuration not stated),7%,i,-6%,-1.6%,0%,1.5%,0.0%,6%,-26%
COC(=O)c1ccc(NC(=S)Nc2ccc(O)cc2)cc1,-3%[20 µM],i,-18%,-5.0%,10%,-2.4%,0.5%,-8%,-8%
COC(=O)CCCC1=CC2=CC(=O)C(C)(OC(=O)c3cccs3)C(=O)C2=CN1CCCCO (configuration not stated),16%,i,9%,-1.0%,1%,5.0%,0.1%,-8%,4%
Cc1c(/C(O)=C2\C(=O)C(=O)N(CCN(C)C)C2c2cccs2)cnn1-c1ccccc1 (configuration not stated),20%,i,-1%,-2.1%,22%,0.5%,0.2%,0%,-4%
CC(C)(O)[C@H](O)COc1c2occc2cc2ccc(=O)oc12,4%,i,-2%,-2.3%,8%,4.9%,0.0%,-37%,-49%
O=C(Cn1cc(C(F)(F)F)cc(Cl)c1=O)NCc1ccc(F)cc1,1%,/,-3%,-2.2%,4%,-1.1%,-0.7%,-26%,-58%

# Some of these compounds in order of formula weight, low to high:
SMILES,KOR beta-arrestin-1,Yfh1-depleted yeast,NS5 inhibitors,KOR beta-arrestin-2,AID2073,HIV peptide binding,West Nile virus CPE,NOD2 inhibition,NOD1 NF-kB reporter
CCCCOc1ccc(-c2[nH]ncc2C=O)cc1,-12%,i,-6%,-5.6%,1%,-0.3%,-0.1%,-75%,-46%
COC(=O)c1csc(S(=O)(=O)N2CCOCC2)c1OC,7%,/,-6%,-1.7%,8%,-0.7%,0.1%,-7%,-27%
O=C(Cn1cc(C(F)(F)F)cc(Cl)c1=O)NCc1ccc(F)cc1,1%,/,-3%,-2.2%,4%,-1.1%,-0.7%,-26%,-58%
COc1ccc(NC(=O)C(NC(=O)c2ccc(=O)[nH]c2)c2ccccc2)cc1 (configuration not stated),-12%,i,4%,-6.9%,0%,2.8%,0.8%,-9%,-7%
COC(=O)CCCC1=CC2=CC(=O)C(C)(OC(=O)c3cccs3)C(=O)C2=CN1CCCCO (configuration not stated),16%,i,9%,-1.0%,1%,5.0%,0.1%,-8%,4%
CCn1cc(/C=C(\NC(=O)c2ccc(OC)c(OC)c2)C(=O)N2CCN(C)CC2)c2ccccc21,-8%,/,-6%,-1.9%,12%,0.7%,0.1%,2%,-21%

# (cont.)
SMILES,KOR beta-arrestin-1,Yfh1-depleted yeast,NS5 inhibitors,KOR beta-arrestin-2,AID2073,HIV peptide binding,West Nile virus CPE,NOD2 inhibition,NOD1 NF-kB reporter
NCCCC[C@@H]1NC(=O)c2cc([N+](=O)[O-])cc(F)c2NCCCC[C@@H](C(N)=O)NC(=O)[C@H](CCC(N)=O)NC1=O,-20%,i,2%,0.3%,-1%,-0.8%,-0.8%,11%,-30%
COc1ccc(NC(=O)COC(=O)c2ccc(Br)o2)cc1OC,-17%,/,2%,-2.1%,-10%,0.8%,/,26%,-1%
COc1cc(C(=O)OC(C)C(=O)NCC2CCCCC2)cc(NC(=O)c2ccco2)c1OC (configuration not stated),-18%,i,-11%,3.0%,23%,1.9%,0.7%,5%,-5%
O=C(CSc1nnc(NC2CCCCC2)s1)Nc1ccc(N2CCOCC2)cc1,0%,i,-8%,-1.9%,-8%,-4.6%,-0.3%,-9%,9%
CCCNC(=O)c1ccccc1N1CCN(CCCCN2C(=O)C3CCCCN3C2=O)CC1 (configuration not stated),3%[20 µM],/,-6%,-4.9%,5%,0.9%,-1.0%,11%,-7%
NC(=O)CC(NC(=O)c1ccc(Br)cc1)c1ccc(N2CCCCCCC2)c([N+](=O)[O-])c1 (configuration not stated),-13%[20 µM],/,4%,-3.7%,8%,-2.0%,-1.5%,-49%,-29%
Cc1nn(C)c(C)c1CN(C(=O)C1CCC(=O)N(C2CCCCCC2)C1)C(C)C (configuration not stated),2%,/,-9%,0.3%,-1%,-0.1%,0.1%,-8%,-46%
C/C(CC(=O)Nc1cccnc1)=N\NC(=O)c1ccc([N+](=O)[O-])c(Cl)c1,-55%,i,4%,5.5%,12%,-0.9%,0.3%,/,/
Cc1cccc(NC(=S)NNC(=O)c2ccc3c(c2)OCO3)c1,11%,i,-9%,-1.2%,-1%,-1.5%,-0.2%,-118%,-58%
O=C(CSc1nnc(NC(=O)C2CCC2)s1)Nc1ccccc1Br,-2%,/,2%,-4.2%,10%,1.7%,-0.7%,-22%,-10%
O=C(C1CCCO1)N(c1cccc(Cl)c1)C1C=CS(=O)(=O)C1 (configuration not stated),26%,i,2%,-1.1%,-2%,-1.8%,0.1%,0%,8%
O=C(O)CSc1nc2c(c(=O)[nH]1)CCCC2,6%,i,3%,-2.0%,0%,2.3%,0.0%,5%,-20%
Cc1ccccc1N(CC(=O)NC(C)(C)C)C(=O)CCC(=O)Nc1nccs1,-9%,/,-14%,-3.9%,8%,1.2%,-1.3%,-4%,-7%
CCNC(=O)c1c(C)[nH]c(C(=O)OCC)c1C,20%,i,1%,0.6%,-12%,-0.1%,-0.2%,7%,-6%
Cc1cc(NC(=O)NN2CCOCC2)nn1-c1c(Cl)cccc1Cl,8%,i,-3%,2.3%,-4%,2.5%,-0.1%,15%,2%
Cc1cccnc1-n1c(CCN2C(=O)c3ccccc3C2=O)nc2ccccc2c1=O,-6%,i,2%,-5.5%,4%,-1.9%,-0.1%,-3%,0%

# Assay outcomes (PubChem)

# This is a subset; rates above refer to the full screens.
